# SIAE inh – human SIAE inhibition, primary screen | Q9HAT2 | SIAE FP-Rh probe binding, fluorescence polarization | inhibition, % at 9.66 µM | 0.69% of 370,000 active | AID 1053197;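 active means inhibition above a cutoff: mean of compounds within the control limits plus 3 SD of those, cut at about 17% in these data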;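 further: 0% = plate median of compound wells and 100% = probe without SIAE protein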
# mABHD4 FP – ABHD4 (mouse) inhibition, primary FP screen; purified mABHD4, FP-Rh probe fluorescence polarization; inhibition, % at 8.92 µM; AID 720543; 0.54% of 370,000 active; Q8VD66;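 active means inhibition exceeding the mean over every tested compound plus 3 SD, cut at about 30% in these data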;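 further: 0% = plate median of compound wells and 100% = S159A mutant with DMSO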
#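 Material: mouse ABHD4 enzyme, wild type; Benchmarks: S159A mutant high control, sample median low control; Buffer or medium: HEPES pH 7.0, NaCl, Pluronic buffer; Signal: fluorescence polarization; Read-out: percent inhibition of probe binding, normalized to plate controls; Timing: pre-incubation 45 min, probe exposure 60 min, at 25 °C; Dosing: 8.92 µM, single dose.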
# rCAG RNA binder – r(CAG) repeat RNA binding; 1.3% of 370,000 active; TO-PRO-1 dye displacement fluorescence; inhibition, % at 3 µM; AID 651821;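 active means inhibition above the plate cutoff, the mean of all test compounds on that plate plus 3 SD, cut at about 35% in these data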;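 further: 0% = DMSO alone and 100% = 100 µM mitoxantrone as full dye displacement; higher means more dye released from RNA so lower well fluorescence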
# TCR CD3 inh – blocks the human TCR-CD3 interaction; TAMRA-labeled TCR probe fluorescence, biochemical; inhibition, % at 9.4 µM; 0.37% of 360,000 active; in the data active means inhibition above about 19%;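 further: recombinant mutant TCR 2C K166C tagged with TAMRA read by polarization; 0% = receptor in buffer alone and 100% = receptor with positive control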
# NPR1 activator – GC-A (human) enzyme activation; HEK293 GC-A cells, cGMP TR-FRET, EC30 ANP; 0% at EC30 ANP, 100% saturating ANP; P16066; activation, % at 10 µM; 0.14% of 370,000 active; in the data active means activation above about 40%
# UHRF1 binding – blocks human UHRF1 binding to methylated DNA; inhibition, % at 4.4 µM; UHRF1 binding to methylated oligo, TR-FRET; 0.75% of 370,000 active; in the data active means inhibition above about 21%;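 further: UHRF1 SRA domain binding a hemimethylated CpG hairpin DNA probe; 0% = median of test compound wells and 100% = reference inhibitor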
# MBD2 inh – MBD2-methylated oligo binding inhibition. Q9UBB5. TR-FRET, MBD2 binding to methylated oligonucleotide. inhibition, % at 4.4 µM. 0.31% of 370,000 active. AID 686964; in the data active means inhibition above about 13%
# Target sequence (Q9UBB5 whole entry, looked up): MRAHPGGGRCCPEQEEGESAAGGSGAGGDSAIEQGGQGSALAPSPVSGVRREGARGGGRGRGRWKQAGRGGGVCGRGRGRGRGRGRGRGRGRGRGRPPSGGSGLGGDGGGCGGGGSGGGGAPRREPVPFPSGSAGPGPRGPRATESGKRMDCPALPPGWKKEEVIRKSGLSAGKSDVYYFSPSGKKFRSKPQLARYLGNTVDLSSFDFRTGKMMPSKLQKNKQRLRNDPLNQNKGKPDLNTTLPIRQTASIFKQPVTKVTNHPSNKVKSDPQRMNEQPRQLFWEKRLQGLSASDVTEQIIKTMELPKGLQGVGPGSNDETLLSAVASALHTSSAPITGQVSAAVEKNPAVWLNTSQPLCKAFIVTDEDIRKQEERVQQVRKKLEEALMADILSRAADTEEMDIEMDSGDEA
# PRMT1 inh – PRMT1 (human) inhibition, primary screen. recombinant PRMT1, activity-based probe fluorescence polarization. inhibition, % at 2.79 µM. Q99873. 1.3% of 370,000 active;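 active means inhibition above about 21% made by adding two undisclosed values, limit read from the data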
# Target sequence (Q99873 whole entry, looked up): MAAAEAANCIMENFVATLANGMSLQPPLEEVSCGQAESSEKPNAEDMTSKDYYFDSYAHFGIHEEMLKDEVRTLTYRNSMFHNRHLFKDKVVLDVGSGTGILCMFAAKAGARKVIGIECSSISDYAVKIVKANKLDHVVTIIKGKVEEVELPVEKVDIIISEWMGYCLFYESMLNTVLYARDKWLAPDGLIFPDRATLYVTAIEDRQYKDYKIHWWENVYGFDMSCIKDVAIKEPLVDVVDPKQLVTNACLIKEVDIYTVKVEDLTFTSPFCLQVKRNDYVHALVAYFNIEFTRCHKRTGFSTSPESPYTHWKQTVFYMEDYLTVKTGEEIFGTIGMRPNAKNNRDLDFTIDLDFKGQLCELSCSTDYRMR
# HTRA1 inhibitor – HTRA1 (human) protease inhibition; Q92743; recombinant HTRA1, FP-rhodamine activity-based probe, fluorescence polarization; inhibition, % at 5.96 µM; 0.5% of 340,000 active; in the data active means inhibition above about 36%;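 further: 0% = enzyme with DMSO and 100% = wells lacking enzyme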
# NPR2 activator – GC-B (human) receptor activation | P20594 | HEK293-GC-B cells, CNP EC30, cGMP TR-FRET; 0% at EC30 CNP, 100% saturating CNP | activation, % at 10 µM | 0.11% of 370,000 active | AID 1920062;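 active means activation at 10 µM reaching about 35% in either raw or pattern-adjusted values, limit read from the data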
# Starred values were filed as active, the others as inactive; nt = not tested or not shown. Only part of the results is shown; the hit share may differ from the screen's.
SMILES	SIAE inh	mABHD4 FP	rCAG RNA binder	TCR CD3 inh	NPR1 activator	UHRF1 binding	MBD2 inh	PRMT1 inh	HTRA1 inhibitor	NPR2 activator
Cc1cc(C(=O)COC(=O)c2ccc(N)cc2)c(C)n1-c1c(C)n(C)n(-c2ccccc2)c1=O	3	3	3	2	2	-1	0	0	-11	1
CC(=O)Nc1ccc(NC(=O)COc2ccc(-c3ccccc3)cc2)cc1	-6	-9	8	4	-3	-2	-4	-5	5	-2
CC(=O)N(CC1CCCO1)C1(C(=O)NC2CCCC2)CCCCC1 (centres undefined)	-1	2	-2	1	4	-1	0	-3	-7	-4
COc1ccc(C(=O)NC(=S)NC2CCSC2=O)cc1 (centres undefined)	7	-4	3	7	1	-2	-1	29*	-1	-3
CCOc1ccc(NC(=O)COC(=O)c2cc(=O)c3ccccc3o2)cc1	-2	-4	-1	0	-1	-1	6	-9	5	-5
Cc1cc(C)cc(C(=O)Nn2cnnc2)c1	2	-3	-1	0	-1	1	-5	3	4	-1
N/C(CN1CCCC1=O)=N\OC(=O)c1ccc(Cl)c(Cl)c1	4	-2	-4	6	6	3	2	-2	-1	1
COc1ccc(-c2cc(C(=O)NCc3ccccc3)no2)cc1OC	3	1	1	-4	1	0	-4	1	1	-1

# Continued; it opens with the 2 that closed the last part.
SMILES	SIAE inh	mABHD4 FP	rCAG RNA binder	TCR CD3 inh	NPR1 activator	UHRF1 binding	MBD2 inh	PRMT1 inh	HTRA1 inhibitor	NPR2 activator
N/C(CN1CCCC1=O)=N\OC(=O)c1ccc(Cl)c(Cl)c1	4	-2	-4	6	6	3	2	-2	-1	1
COc1ccc(-c2cc(C(=O)NCc3ccccc3)no2)cc1OC	3	1	1	-4	1	0	-4	1	1	-1
Cn1c(CC(=O)NNC(=O)c2ccccc2F)nc2ccccc21	7	-2	4	2	1	-3	3	-1	8	1
CC(=O)c1cccc(NC(=O)C2CC(=O)N(C3CCCC3)C2)c1 (centres undefined)	8	8	1	5	0	0	2	1	5	-1
COc1ccc(CCNC(=O)c2ccc(CS(=O)(=O)Cc3cccc(C)c3)o2)cc1OC	-4	4	-4	0	0	2	3	1	0	8
O=C(c1ccc(CSc2nc3ccncc3[nH]2)cc1)N1CCN(c2cccc(Cl)c2)CC1	3	-14	7	-6	-12	3	0	-2	-20	5
CN(CC(=O)Nc1ccc(Cl)c(Cl)c1)C(=O)c1cccc2cccnc12	-4	-3	2	2	-7	-3	-1	-3	-15	0
NNC(=O)Cn1c(COc2ccc(Cl)cc2)nc2ccccc21	-2	-12	3	5	-6	-2	2	-2	-25	2
COCCNC(=O)CC(NS(=O)(=O)c1ccc(C)cc1)c1ccco1 (centres undefined)	4	-2	1	1	1	0	2	0	10	3
OC1(c2ccc3c(c2)OCO3)CCN(Cc2ccc(F)cc2)CC1	-1	-4	-1	8	-5	1	0	-1	0	1
Cc1nc2ccccn2c1C(=O)N/N=C/c1ccc2c(c1)OCO2	8	-1	-2	4	-1	-5	-7	-2	3	-2
CCCCCC(=O)N1C[C@@H](n2cc(C3CC3)nn2)[C@H](O)C[C@@H]1c1ccccc1	0	2	-1	4	-6	-2	1	-1	-1	-5
O=C(COc1ccc([N+](=O)[O-])cc1)NCC(c1cccs1)N1CCOCC1 (centres undefined)	10	3	-8	-4	3	-2	3	-3	5	0
O=S(=O)(Nc1nc(-c2ccccc2)cs1)c1cccc(C(F)(F)F)c1	-1	-3	78*	0	2	-2	2	-1	-21	2
CC(=O)N(CCc1cccc(C)c1)Cc1cc2ccc(C)cc2[nH]c1=O	1	-1	-9	0	0	2	5	1	1	-3
COc1cc(OC)c(C(=O)Nc2cc(S(=O)(=O)N3CCOCC3)ccc2N2CCOCC2)cc1OC	1	-5	3	-1	-1	1	2	-4	10	8
CCOC(=O)C(NC(=O)NCc1ccc(F)cc1)(OCC)C(F)(F)F (centres undefined)	8	1	-2	-2	1	9	-2	2	-4	6
CNS(=O)(=O)c1cccc(C(=O)NCC(c2ccco2)N(C)C)c1 (centres undefined)	-32	5	4	0	0	0	1	6	6	-1

# Other records follow:
# The line under a structure holds: SIAE inh, mABHD4 FP, rCAG RNA binder, TCR CD3 inh, NPR1 activator, UHRF1 binding, MBD2 inh, PRMT1 inh, HTRA1 inhibitor, NPR2 activator
- CCCCNC(=O)CN1CCC2(O)CCCCC2C1c1ccccc1OC (centres undefined)
 : -2, 0, -3, 7, -2, 3, 3, 0, 0, 0
- O=C(CCc1nnc(CCCCc2ccccc2)o1)NCc1cccc(F)c1
 : 0, 2, -5, 0, 4, 2, -2, -1, -3, -2
- Nc1nonc1-n1nnc(C(=O)N/N=C/c2cccc(Cl)c2)c1-c1ccc2c(c1)OCO2
 : -24, -10, 5, -2, -5, 2, -2, -1, -8, 1
- COc1ccc(C2/C(=C(/O)c3ccc(F)cc3)C(=O)C(=O)N2c2ccccn2)cc1OC (centres undefined)
 : 2, 1, -1, 3, -1, 0, -4, 1, -1, 5
- CC(C)CNC(=O)COC(=O)c1ccc([N+](=O)[O-])cc1Cl
 : -1, -6, -1, 2, -5, 2, 5, 1, 6, 1
- COC1OC(COCc2ccccc2)C2OC(C)(C)OC2C1O (centres undefined)
 : 6, 7, 0, -10, 1, 1, 0, -1, nt, -4
- CC(=O)c1c(C)[nH]c(C(=O)NCc2ccccc2Cl)c1C
 : 2, -4, 4, 2, 0, 0, -3, 0, -5, 1
- O=C(CSc1nnc(NC2CCCCC2)s1)NCc1ccco1
 : -10, -11, -6, -3, -4, 2, 6, 8, -10, 0
- CC1(C)Cc2c(sc3nc(C4CC4)n(N)c(=O)c23)CO1
 : 8, 3, -5, 2, 0, 3, 1, 0, 4, 2
- NC(=O)c1cnccc1C=Cc1ccccc1
 : 1, 0, 2, 5, -2, -3, -6, -6, 5, 0

# Sorted by SMILES length (low to high): eleven of the compounds above.
# The line under a structure holds: SIAE inh, mABHD4 FP, rCAG RNA binder, TCR CD3 inh, NPR1 activator, UHRF1 binding, MBD2 inh, PRMT1 inh, HTRA1 inhibitor, NPR2 activator
- COC1OC(COCc2ccccc2)C2OC(C)(C)OC2C1O (centres undefined)
 : 6, 7, 0, -10, 1, 1, 0, -1, nt, -4
- NNC(=O)Cn1c(COc2ccc(Cl)cc2)nc2ccccc21
 : -2, -12, 3, 5, -6, -2, 2, -2, -25, 2
- CC(=O)c1c(C)[nH]c(C(=O)NCc2ccccc2Cl)c1C
 : 2, -4, 4, 2, 0, 0, -3, 0, -5, 1
- CC(=O)N(CC1CCCO1)C1(C(=O)NC2CCCC2)CCCCC1 (centres undefined)
 : -1, 2, -2, 1, 4, -1, 0, -3, -7, -4
- COCCNC(=O)CC(NS(=O)(=O)c1ccc(C)cc1)c1ccco1 (centres undefined)
 : 4, -2, 1, 1, 1, 0, 2, 0, 10, 3
- CCOC(=O)C(NC(=O)NCc1ccc(F)cc1)(OCC)C(F)(F)F (centres undefined)
 : 8, 1, -2, -2, 1, 9, -2, 2, -4, 6
- CC(=O)Nc1ccc(NC(=O)COc2ccc(-c3ccccc3)cc2)cc1
 : -6, -9, 8, 4, -3, -2, -4, -5, 5, -2
- CN(CC(=O)Nc1ccc(Cl)c(Cl)c1)C(=O)c1cccc2cccnc12
 : -4, -3, 2, 2, -7, -3, -1, -3, -15, 0
- COc1ccc(CCNC(=O)c2ccc(CS(=O)(=O)Cc3cccc(C)c3)o2)cc1OC
 : -4, 4, -4, 0, 0, 2, 3, 1, 0, 8
- Nc1nonc1-n1nnc(C(=O)N/N=C/c2cccc(Cl)c2)c1-c1ccc2c(c1)OCO2
 : -24, -10, 5, -2, -5, 2, -2, -1, -8, 1
- COc1cc(OC)c(C(=O)Nc2cc(S(=O)(=O)N3CCOCC3)ccc2N2CCOCC2)cc1OC
 : 1, -5, 3, -1, -1, 1, 2, -4, 10, 8

# (cont.)
# The line under a structure holds: SIAE inh, mABHD4 FP, rCAG RNA binder, TCR CD3 inh, NPR1 activator, UHRF1 binding, MBD2 inh, PRMT1 inh, HTRA1 inhibitor, NPR2 activator
- Cc1ccc(NC(=O)CCSc2nnnn2-c2ccc3c(c2)OCO3)cc1C
 : -4, -10, 0, 5, 1, 1, 2, -2, -13, -2
- O=C(NCCOc1ccc(Cl)cc1)c1cccc(S(=O)(=O)N2CCCC2)c1
 : -3, -4, 2, 4, 5, 1, 2, -1, -7, -1
- O=C(COc1ccc(Br)cc1Cl)c1ccc[nH]1
 : 4, 2, 2, -5, 1, 1, -1, 7, -14, 0
- CC1(c2nc3ccccc3cc2C#N)OCCO1
 : 2, -4, 2, 1, -4, 0, -6, -1, 5, -1
- COc1ccc(CCN2C(=O)CSCC2(C)C(=O)Nc2ccc3c(c2)OCCO3)cc1OC (centres undefined)
 : 0, -2, 4, 3, 0, 15, 2, 2, nt, -1
- S=C(c1cccs1)N1CCN(c2ccccc2)CC1
 : 5, 1, 0, 4, -4, 4, -7, 0, -4, -3
- BrC(=C\c1ccccc1)/C=N/N1CCN(Cc2ccccc2)CC1
 : 14, 0, -4, 4, 3, -1, -3, -1, -2, -4
- CNC(=S)N(Cc1ccco1)Cc1cc2cc(OC)ccc2[nH]c1=O
 : -1, -12, -1, -9, 0, 7, -4, 4, 3, -4
- O=c1nc2sc3ccccc3n2c(=O)n1-c1ccc(Cl)cc1
 : -5, 0, 0, 5, 3, 1, -1, 3, -3, 4
- COc1ccc(NC(=O)CN(C)CC(=O)Nc2sc3c(c2C(N)=O)CCC3)cc1
 : 4, 4, 2, 4, 1, 0, 0, 2, 3, -3
- CNC(=S)NNC(=O)c1oc2nc(-c3ccccc3)cc(-c3ccco3)c2c1N
 : 17*, 37*, 15, 59*, -3, -6, 0, 22*, 52*, -3
- O=C(O)C1C2CCCCC2=C2CCCCC2C1C(=O)c1ccccc1 (centres undefined)
 : -1, 4, 3, -1, 2, -1, 1, -1, -2, 1
- Cn1nnnc1SCC(=O)Nc1ccccc1-c1ccccc1
 : 4, -5, 1, -3, 1, 2, -5, -3, 3, -3
- CCn1ncc([N+](=O)[O-])c1C(=O)Nc1ccc(C)c(C)c1
 : 0, -6, 1, 3, -5, 0, -2, -1, 5, -2
- Cc1ccc(CNC(=O)CCNS(=O)(=O)c2cccc3nsnc23)cc1
 : 3, 2, -1, -6, -2, 0, 1, -2, 0, 1
- Cc1ccc(-n2nnnc2-c2cnn(-c3ccc(F)cc3)c2C(F)(F)F)cc1
 : 0, 0, 4, 0, -2, 1, -2, -2, -6, 2
- O=C(C[n+]1ccc(-c2nnc3n2CCC3)cc1)c1ccc(Cl)c(Cl)c1
 : 4, 6, 3, 4, 1, -3, -5, -4, 8, -2
- CCC1(Cc2ccccc2)NC(=O)c2ccccc2O1 (centres undefined)
 : -2, 2, -2, 8, -3, 1, 3, -1, nt, -12
- O=C(NC1CCCC1)c1cc(-c2ccccc2O)on1
 : 7, -9, 3, 6, 2, 1, -2, -2, -5, -10
- COc1ccc(CNC(=O)[C@@H]2CC=C[C@@H]3CCN(C4CCCCC4)C(=O)[C@@H]32)cc1
 : -2, 3, -8, 4, 0, -1, -1, 0, -5, 3
- COc1ccc(/C=N/NS(=O)(=O)c2ccc(F)cc2)cc1CN1CCSCC1
 : 8, 3, 2, 7, 3, 3, 3, 7, 2, 3
